TIM10 inh: growth inhibitors of isogenic TIM10 control yeast, primary screen, counter-screen for tim10-1 yeast inhibitor project, luminescence, uHTS | inhibition, % at 10 µM | S. cerevisiae TIM10 strain growth, BacTiter-Glo luminescence, 24 h | 330,000 compounds, 1.4% hits;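 active = inhibition of 40% or more at the single tested concentration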;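 note: wild-type TIM10 isogenic control strain grown at permissive 25 °C; 0% = DMSO yeast wells and 100% = minimal medium wells without yeast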
tim10-1 inh: growth inhibitors of tim10-1 mutant yeast, primary screen, luminescence, uHTS; S. cerevisiae tim10-1 ts strain growth, BacTiter-Glo, 24 h; inhibition, % at 20 µM; 330,000 compounds, 2.2% hits;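 active = inhibition of at least 40%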;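 note: mutant grown at 25 °C; 0% = DMSO wells with yeast and 100% = wells holding no yeast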
ATG4B inh: ATG4B protease inhibitors, primary screen, biochemical, fluorescence, uHTS; inhibition, % at 8.33 µM; Cysteine protease ATG4B (Homo sapiens), Q9Y4P1; 340,000 compounds, 0.51% hits; ATG4B cleavage of LC3-PLA2, NBD-HPC fluorescence, 1 h; AID 504462, 2011; in the data active = inhibition above about 40%
Target sequence (Q9Y4P1 whole entry, looked up): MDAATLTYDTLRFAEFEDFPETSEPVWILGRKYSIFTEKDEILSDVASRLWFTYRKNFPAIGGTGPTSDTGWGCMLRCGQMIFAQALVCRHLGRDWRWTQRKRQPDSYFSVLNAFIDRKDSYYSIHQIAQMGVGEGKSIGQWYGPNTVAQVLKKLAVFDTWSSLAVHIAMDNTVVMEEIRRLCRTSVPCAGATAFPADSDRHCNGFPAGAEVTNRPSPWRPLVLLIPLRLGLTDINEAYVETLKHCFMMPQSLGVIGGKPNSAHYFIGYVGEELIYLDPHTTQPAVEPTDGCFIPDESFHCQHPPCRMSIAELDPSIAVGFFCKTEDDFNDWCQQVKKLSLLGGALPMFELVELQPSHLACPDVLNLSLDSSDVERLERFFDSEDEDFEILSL
Apaf1 inhib: inhibitors of human Apaf-1 apoptosome, primary screen, biochemical, DEVD-Rh110 fluorescence, uHTS | 330,000 compounds, 0.71% hits | reconstituted apoptosome caspase-3 activity | inhibition, % at 20 µM | Apoptotic protease-activating factor 1 (Homo sapiens), O14727; active = inhibition of at least 40% at 20 µM;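 note: plate controls were DMSO wells for no effect and DEVD-CHO caspase inhibitor wells for full effect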
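Material: biochemical Apaf-1 apoptosome reconstitution. Medium: Hepes buffer, pH 7.5. Also added: cytochrome c activation, bis-DEVD rhodamine 110 substrate. Timing: 30 min compound preincubation, 50 min activation, room temperature. Measured by: rhodamine 110 fluorescence at Ex 480/Em 540 nm.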
NALP3 yeast inh: NALP3 inflammasome inhibitors in reconstituted yeast, primary screen, luminescence, uHTS. inhibition, % at 10 µM. 330,000 compounds, 0.39% hits. AID 2825, 2010. Yeast reconstituted NLRP3/ASC/caspase-1, beta-gal luminescence, 24 h;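 active = inhibition of 50% or more; inactive = inhibition below 50%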;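 note: plate controls were induced DMSO wells for no effect and uninduced yeast grown without galactose for full effect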
hIAP act: human IAP activators, primary screen, biochemical, luminescence, uHTS; activation factor at 10 µM; Intestinal-type alkaline phosphatase (Homo sapiens), P09923; AID 2524, 2010; 330,000 compounds, 0.16% hits; purified human IAP, CDP-Star luminescence, 30 min; stronger effect = higher value; 1 = vehicle-only enzyme, 0 = enzyme-free background;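 active = activation factor of the enzyme at least 2-fold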; note: the source names both 10 and 20 µM as test concentration; values of inactives mirror those of a sister screen read the other way
Target sequence (P09923 whole entry, looked up): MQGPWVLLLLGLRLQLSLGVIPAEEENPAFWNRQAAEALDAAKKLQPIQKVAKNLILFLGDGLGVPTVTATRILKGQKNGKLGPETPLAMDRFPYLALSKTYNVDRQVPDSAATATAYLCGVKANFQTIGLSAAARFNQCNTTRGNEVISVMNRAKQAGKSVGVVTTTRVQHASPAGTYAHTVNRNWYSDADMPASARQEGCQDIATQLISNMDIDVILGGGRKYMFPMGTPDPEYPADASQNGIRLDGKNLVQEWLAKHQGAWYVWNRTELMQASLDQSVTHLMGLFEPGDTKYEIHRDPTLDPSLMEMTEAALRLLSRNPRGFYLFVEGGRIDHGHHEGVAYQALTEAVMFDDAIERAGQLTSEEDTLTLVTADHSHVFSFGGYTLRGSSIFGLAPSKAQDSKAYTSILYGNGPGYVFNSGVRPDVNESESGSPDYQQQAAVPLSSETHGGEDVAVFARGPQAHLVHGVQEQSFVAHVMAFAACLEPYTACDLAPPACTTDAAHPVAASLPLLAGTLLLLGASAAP
hIAP inh: human IAP inhibitors, primary screen, biochemical, luminescence, uHTS. Intestinal-type alkaline phosphatase (Homo sapiens), P09923. purified IAP, CDP-Star luminescence, 30 min. inhibition, % at 10 µM. 330,000 compounds, 0.12% hits;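 active = inhibition reaching a set limit with compound at 10 µM in the primary screen, cut at about 35% in these data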;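 note: plate controls were DMSO wells with enzyme for no effect and no-enzyme buffer wells for full effect; values of inactives mirror those of a sister screen read the other way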
mIAP block: inhibitors of mouse IAP, primary screen, biochemical, luminescence, uHTS | inhibition, % at 10 µM | intestinal alkaline phosphatase [Mus musculus] | 330,000 compounds, 0.2% hits | AID 2806, 2010 | purified mouse IAP, CDP-Star luminescence, 30 min;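 active = inhibition of at least 40% at 10 µM in the primary screen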;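 note: plate controls were DMSO with enzyme for no effect and no enzyme wells for full effect; values of inactives mirror those of a sister screen read the other way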
mIAP activ: activators of mouse IAP, primary screen, biochemical, luminescence, uHTS | intestinal alkaline phosphatase [Mus musculus] | muIAP, CDP-Star luminescence, 30 min; stronger effect = higher value; 1 = vehicle-only enzyme signal, 0 = enzyme-free wells | activation factor at 10 µM | 330,000 compounds, 0.24% hits | AID 2805, 2010;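 active = activation factor of at least 2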; note: the source names both 10 and 20 µM as test concentration; values of inactives mirror those of a sister screen read the other way
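Assay system: mouse IAP enzyme; reagent: chemiluminescent substrate CDP-Star; dosing: test compounds delivered from DMSO solution; schedule: 30 min at room temperature; measured by: luminescence from enzymatic CDP-Star hydrolysis; controls: DMSO-only wells and no-enzyme negative control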
The depositor's hits bear a star; & = joins results of further samples.

SMILES | TIM10 inh | tim10-1 inh | ATG4B inh | Apaf1 inhib | NALP3 yeast inh | hIAP act | hIAP inh | mIAP block | mIAP activ
CCOc1ccc(C(CC(=O)O)NS(=O)(=O)c2ccc(C)cc2)cc1OC (centres undefined) | -8 | 7 | -3 | -7 | 0 | 1.1 | -14 | 27 | 0.73
Cc1ccc(S(=O)(=O)NCC(=O)OCC(=O)N(C)C2CCCCC2)cc1 | -1 | -9 | 0 | 2 | 17 | 0.87 | 13 | -2 | 1
C/C(=N/NC(=O)CSCc1ccc(Cl)cc1)c1cccc(NC(=O)c2ccccc2)c1 | 3 | 2 | -9 | -14 | 13 | 1.1 | -5 | 5 | 0.95
O=C(N/N=C/c1ccc(OCC(=O)N2CCOCC2)cc1)c1ccccc1Cl | -9 | -6 | -1 | -2 | 8 | 1 | -5 | -6 | 1.1
Cc1nc(NCCc2ccc(F)cc2)c2nnn(Cc3ccccc3)c2n1 | 1 | 0 | 7 | 4 | 3 | 1.1 | -11 | 5 | 0.95
Cc1c(NC(=O)Nc2c(Cl)cccc2Cl)c(=O)n(-c2ccccc2)n1C | -10 | 15 | 7 | 8 | 15 | 0.94 | 6 | -8 | 1.1
COCCCn1c(C(=O)NC2CCCCC2C)cc2c(=O)n3cccc(C)c3nc21 (centres undefined) | 10 | 16 | 2 | 16 | 5 | 1.7 | -66 | 5 | 0.95
COc1ccc(N2C(=O)C3CCCN3C2c2cccc(OC)c2)cc1 (centres undefined) | -4 | 12 | -4 | -9 | 5 | 0.92 | 8 | 6 | 0.94
O=C(NC1CCCCC1)C(c1ccc(F)cc1)N(CCN1CCOCC1)C(=O)c1ccc(-c2ccccc2)[nH]1 (centres undefined) | -7 | -4 | -9 | 25 | 19 | 1.1 | -13 | -9 | 1.1
COc1ccc(/C=C/C(=O)O)cc1S(=O)(=O)NCc1cccnc1 | -5 | 3 | -6 | -5 | 16 | 1 | -1 | -6 | 1.1
NC(=O)N/N=C/c1cccc(C(F)(F)F)c1 | -13 | -11 | 4 | -6 | 15 | 0.98 | 2 | 4 | 0.96
CCOCCSc1n[nH]c(=O)n1CCc1ccccc1 | 11 | 32 | 1 | 13 | 1 | 1.1 | -7 | -2 | 1
COc1ccc2c(c1)CC(C1(O)C(=O)N(C)c3ccccc31)C2=O (centres undefined) | 6 | 4 | 3 | -11 | -4 | 1 | -3 | 6 | 0.94
COc1ccc(S(=O)(=O)Nc2ccc3c(c2)COC3=O)cc1OC | 2 | 3 | 0 | 13 | -1 | 1 | -3 | -15 | 1.2
CC(NC(=O)COC(=O)c1c[nH]c2ccccc12)c1ccccc1 (centres undefined) | -4 | -7 | -7 | 9 | 12 | 1.1 | -10 | -18 | 1.2
CCOC(=O)C1=C(C)N(CCO)C(=O)NC1c1ccccc1 (centres undefined) | -15 | 13 | -7 | 0 | -3 | 1 | -2 | 4 | 0.96
O=C(c1ccc(Cl)c(Cl)c1)N1CCOCC1 | -6 | -6 | -5 | -3 | 19 | 0.98 | 2 | -4 | 1
Cn1nc(C(=O)OCc2ccc(F)cc2)c2ccccc2c1=O | -4 | 15 | 14 | 1 | 16 | 1.1 | -12 | -10 | 1.1
Cc1cc(C)nc(CCNC(=O)c2cc(COc3ccccc3)on2)n1 | 6 | -1 | 1 | 7 | 10 | 1.2 | -18 | 8 | 0.92
Cc1cc(S(=O)(=O)Nc2cccc(Cl)c2)c(C)s1 | 24 | 30 | 10 | 12 | 0 | 0.99 | 1 | 11 | 0.89
O=C(COC(=O)CSc1cccc2cccc(Cl)c12)Nc1ncc(C(F)(F)F)cc1Cl | 16 | 27 | 3 | 15 | -3 | 0.9 | 10 | 14 | 0.86
CC(=O)N1CCC(N(CCN2CCOCC2)C(=S)Nc2ccc(C)c(C)c2)CC1 | -22 | 4 | -9 | -8 | 5 | 1.1 | -9 | -9 | 1.1
COc1ccc(Nc2nc(NCCCN3CCOCC3)nc(N)c2[N+](=O)[O-])cc1 | 6 | 6 | -6 | 0 | 8 | 0.82 | 18 | 4 | 0.96
CC(C)NC(=O)COC(=O)/C=C/c1ccco1 | -1 | 12 | -8 | -10 | 7 | 1.1 | -11 | 3 | 0.97
CCOC(=O)CC(=O)CSc1nc(-c2ccccc2)cc(-c2ccccc2)c1C#N | 12 | 3 | 4 | 17 | -9 | 1 | -4 | -7 | 1.1

In another format: 3 of the compounds above.
molecule	TIM10 inh	tim10-1 inh	ATG4B inh	Apaf1 inhib	NALP3 yeast inh	hIAP act	hIAP inh	mIAP block	mIAP activ
CCOCCSc1n[nH]c(=O)n1CCc1ccccc1	11	32	1	13	1	1.1	-7	-2	1
COc1ccc2c(c1)CC(C1(O)C(=O)N(C)c3ccccc31)C2=O (centres undefined)	6	4	3	-11	-4	1	-3	6	0.94
COc1ccc(S(=O)(=O)Nc2ccc3c(c2)COC3=O)cc1OC	2	3	0	13	-1	1	-3	-15	1.2

(listing goes on)
SMILES | TIM10 inh | tim10-1 inh | ATG4B inh | Apaf1 inhib | NALP3 yeast inh | hIAP act | hIAP inh | mIAP block | mIAP activ
COc1ccc(Cc2n[nH]c(=S)n(N)c2=O)cc1 | -15 | 7 | -4 | -10 | 13 | 1.2 | -15 | -8 | 1.1
CC(=O)Nc1ccc(C(=O)NCC(c2ccco2)N(C)C)cc1 (centres undefined) | -10 | 6 | 6 | -9 | 1 | 0.98 | 2 | 2 | 0.98
O=C(COC(=O)CCC(=O)c1cccs1)NCc1cccs1 | 8 | -2 | -7 | -9 | 9 | 1 | -4 | 6 | 0.94
O=C(CNC(=O)c1ccco1)NCC(=O)OCC(=O)c1ccc(Cl)c([N+](=O)[O-])c1 | -3 | -8 | -5 | 2 | 0 | 1.1 | -7 | -4 | 1
O=C(CCCC(=O)N(CC(=O)NC1CCCCC1)c1ccc(F)cc1)Nc1ccccn1 | 3 | 12 | 3 | 1 | -14 | 0.87 | 13 | 0 | 1
C[C@H](CO)N1C[C@H](C)[C@H](CN(C)CC2CCCCC2)Oc2ccc(NS(=O)(=O)c3ccc(F)cc3)cc2CC1=O | 9 | -4 | -31 | 1 | 20 | 1.1 | -10 | -1 | 1
O=C(CSc1nc2ccsc2c(=O)n1NC(=O)c1ccccc1)NCc1ccco1 | 2 | 10 | 2 | -11 | 8 | 1 | 0 | 4 | 0.96
Cc1cc(C)c(-c2csc(NC(=O)c3n[nH]c(=O)c4ccccc34)n2)c(C)c1 | 10 | 6 | 13 | -2 | -3 | 1.8 | -78 | 2 | 0.98
Cc1cc(NC(=O)CC23CC4CC(C2)CC(CC(=O)Nc2cc(C)on2)(C4)C3)no1 | 3 | 9 | -2 | -5 | 0 | 0.91 | 9 | 0 | 1
COc1cc(OC)cc(C(=O)NC(C)CNc2ccc(Cl)cc2[N+](=O)[O-])c1 (centres undefined) | 3 | 19 | -6 | 13 | 24 | 0.91 | 9 | 13 | 0.87
COc1ccc(CCN(C)C(=O)N2CCOCC2)cc1OC | -1 | 7 | -12 | 33 | 7 | 0.89 | 11 | 0 | 1
NC(=O)Cn1c(=O)n(C2CCCCC2)c(=O)c2c3c(sc21)CCCCC3 | 23 | 17 | -3 | 21 | 2 | 1 | -1 | 4 | 0.96
CC1(C)CC2CC(C)(CN2S(=O)(=O)c2ccc(C(=O)Nc3cccc(S(=O)(=O)N4CCOCC4)c3)cc2)C1 (centres undefined) | 17 | 17 | 2 | -1 | 24 | 0.87 | 13 | 7 | 0.93
COc1cc(/C=N/O)ccc1OCc1ccc(C(=O)O)cc1 | -5 | 19 | 6 | 12 | 5 | 1 | -2 | -9 | 1.1
CS(=O)(=O)c1ccc(CNC(=O)C2(C(F)(F)F)C/C(=C\Cc3ccccc3)CCCO2)cc1 (centres undefined) | 12 | 17 | 8 | 7 | 2 | 0.99 | 1 | -1 | 1
COc1ccc(/C=N/n2c(C3CCCCC3)n[nH]c2=S)c(OC)c1 | 29 | 40* | -2 | 27 | 14 | 1 | -1 | 5 | 0.95
NC(=O)C1CCN(c2ccc(C(F)(F)F)cc2[N+](=O)[O-])CC1 | 10 | 2 | 9 | -9 | -5 | 0.91 | 9 | 8 | 0.92
O=C(CN1C(=O)NC2(CCCC2)C1=O)Nc1cc(C(F)(F)F)ccc1N1CCOCC1 | -7 | 3 | -8 | -2 | 10 | 1 | -4 | 8 | 0.92
OC(COCC1COc2ccccc2O1)CN1CCN(c2ccccn2)CC1 (centres undefined) | 12 | 13 | -1&-9 | 1 | 21 | 1.2 | -17 | -4 | 1
O=C(CSc1nnc(-c2ccccc2Cl)o1)N1CCCCC1 | 15 | 11 | -4 | 4 | 24 | 1 | 0 | 6 | 0.94
CCCCN(CCCC)S(=O)(=O)c1ccc(N2CCCC2=O)c([N+](=O)[O-])c1 | 21 | 12 | -7 | 19 | 10 | 0.99 | 1 | -4 | 1
COc1cccc(-c2nnc(SCC3CNC(=O)O3)n2-c2ccc(Cl)cc2)c1 (centres undefined) | 8 | 6 | -8 | 6 | 16 | 1.3 | -27 | -4 | 1
O=c1c2ccccc2nnn1CSc1nnc(Nc2ccccc2)s1 | 2 | 9 | -9 | 6 | 10 | 0.84 | 16 | -4 | 1
COc1ccc(C2=NN(C(=O)c3cccc([N+](=O)[O-])c3)C(c3cccc([N+](=O)[O-])c3)C2)cc1 (centres undefined) | 31 | 28 | -9 | 22 | 10 | 0.97 | 3 | -12 | 1.1
Cc1onc(-c2ccccc2Cl)c1C(O)c1ccc(F)cc1 (centres undefined) | -17 | 19 | -1 | 9 | 37 | 0.76 | 24 | -10 | 1.1

Additional results follow.
SMILES | TIM10 inh | tim10-1 inh | ATG4B inh | Apaf1 inhib | NALP3 yeast inh | hIAP act | hIAP inh | mIAP block | mIAP activ
COc1ccc(-n2nc3c(N4CCC(C(=O)N5CCC(C)CC5)CC4)nnc(C)c3c2C)cc1 | 7 | 8 | 68* | 20 | 10 | 1.3 | -27 | 4 | 0.96
Nc1nc(SCC(=O)NC2CCCCC2)[nH]c(=O)c1-c1ccccc1 | -6 | 0 | 0 | -8 | 12 | 0.86 | 14 | 4 | 0.96
CCn1nc(C)c(CN2CCN(Cc3cccc(OC)c3)C(CCO)C2)c1C (centres undefined) | -22 | 5 | 6 | -16 | 0 | 1.1 | -5 | -8 | 1.1
COc1cccc(CNc2ncnc3ccc(-c4c(C)noc4C)cc23)c1 | 5 | -24 | -1 | 6 | 6 | 1 | -4 | 5 | 0.95
COc1ccccc1-c1sc2cc3c(cc2c1C#Cc1ccccn1)OCO3 | 16 | 17 | -3 | 15 | 8 | 0.93 | 7 | 5 | 0.95
CCCCCNCc1ccc(OCc2ccc(Cl)nc2)c(OC)c1 | -12 | 3 | -11 | 7 | 26 | 1 | -2 | 6 | 0.94
O=C1NN(c2cccc(Br)c2)C(=O)/C1=C/c1cccs1 | -72 | -37 | 15 | 11 | 17 | 0.93 | 7 | 10 | 0.91
